# MT1-MMP act inh: blocks activation of human MT1-MMP | HT1080 RFP-PRO-GFP cells, GFP/RFP ratio fluorescence, overnight; percent of plate control window, DMSO zero | hit rate 0.061% among 360,000 | P50281 | GFP/RFP ratio change, % at 20 µM;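 active = GFP/RFP ratio change of at least 30% with cell ATP level not reduced by more than half and red fluorescence within 50% of control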; note: strong numbers were not always called active
#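 Assay system: HT1080 cells carrying an RFP-PRO-GFP reporter | Dosing: Single dose of 20 µM compound, 1% DMSO final | Incubation: Cells overnight before dosing, compound overnight, 37 °C, 5% CO2 | Evaluation: GFP/RFP fluorescence ratio | Control set: DMSO and RFP-L50D-GFP cell wells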
# PABP1 MLLE inh: inhibitors of microRNA-mediated deadenylation, human PABP1 MLLE binding. P11940. GST-MLLE / FITC-PAM2 fluorescence polarization. inhibition, % at 20 µM. hit rate 0.36% among 360,000. AID 588489; in the data active = inhibition above about 35%, passing the limit was not always enough;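 note: plate controls were DMSO wells with GST-MLLE for no effect and wells lacking GST-MLLE protein for full effect; some results filed as inactive read as strong as hits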
# FAS TE block: inhibitors of human fatty acid synthase thioesterase domain; inhibition, % at 15 µM; hit rate 0.67% among 360,000; recombinant FAS-TE, OMFH fluorogenic substrate, fluorescence endpoint;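 active = compounds whose normalised, plate-corrected inhibition of enzyme fluorescence in the single-dose primary screen is 50% or more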;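 note: 0% = DMSO with enzyme and 100% = substrate without enzyme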
# NRP1-CendR mod: modulators of CendR peptide binding to human neuropilin-1; O14786; FAM-RPARPAR peptide binding to NRP-1, fluorescence polarization; inhibition, % at 25 µM; hit rate 0.85% among 360,000;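 active = inhibition or corrected inhibition above about 18%, plus a signal ratio from 0.5 to 1.5, limit read from the data, passing the limit was not always enough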; note: strong numbers were not always called active
# bovine MsrA act: activates bovine MsrA enzyme; purified bovine MsrA, absorbance read-out; hit rate 0.3% among 360,000; activation, % at 10.6 µM; in the data active = activation above about 7.5%;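 note: 0% = vehicle and 100% = reference activator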
# TbMetRS inhib: Trypanosoma brucei MetRS inhibition; purified T. brucei MetRS, ATP depletion, Kinase-Glo luminescence; inhibition, % at 11.9 µM; hit rate 0.4% among 360,000; AID 624268;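 active = inhibition above a per-plate cutoff of the control wells' mean inhibition plus 3 SD, cut at about 5.5% in these data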;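 note: 0% = DMSO wells median and 100% = median of wells with control inhibitor compound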
#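 Material – parasite MetRS enzyme · Medium – HEPES-MgCl2-KCl buffer plus DTT, spermine, BSA, pyrophosphatase · Reagent – ATP, methionine and E. coli bulk tRNA substrates · Times – 15 min enzyme-compound preincubation, 2 h reaction, 10 min detection, 25 °C · Measured by – luminescence of leftover ATP · Evaluation – percent inhibition relative to median high and low control wells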
# SKN-1 block: blocks SKN-1 activity in C. elegans. hit rate 0.49% among 360,000. inhibition, % at 21.8 µM. C. elegans VP596 Pgst-4::GFP/RFP ratio, acrylamide-induced, 24 h;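 active = interference check ratio from 0.5 to 1.5 plus GFP to RFP signal ratio inhibition reaching or exceeding a fixed threshold, cut at about 30% in these data, passing the limit was not always enough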; note: some compounds called inactive have numbers as strong as hits
# E coli Lon inh: inhibitors of E. coli Lon protease | inhibition, % at 7.94 µM | purified E. coli Lon protease, fluorescence polarization | hit rate 0.42% among 360,000 | AID 602123 | P0A9M0; in the data active = inhibition above about 13%, passing the limit was not always enough;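 note: 0% = enzyme with probe and DMSO and 100% = no enzyme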
# MsrA inhibitor: inhibits bovine methionine sulfoxide reductase A. purified bovine MsrA, absorbance read-out. inhibition, % at 15.5 µM. hit rate 0.75% among 360,000. AID 651718; in the data active = inhibition above about 4.5%;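 note: 0% = vehicle wells with enzyme and 100% = reference inhibitor wells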
# * hit, by the source's call; nt = no result given.
1: Cc1nn(-c2ccc(Cl)cn2)c2c1C(=O)CC(C)(C)C2Br (stereo not given)
2: NS(=O)(=O)c1ccc(CCNc2cc(=O)n(Cc3ccc(F)cc3)c(=O)[nH]2)cc1
3: Cc1ccc(-n2c(C)nc3c(cnn3-c3ccccc3Cl)c2=O)cc1C
4: CC(C)[C@H](NS(=O)(=O)c1ccc2c(c1)OCCO2)C(=O)OCC(=O)Nc1cccc(Cl)c1Cl
5: Cc1oc(S(=O)(=O)N(C)C)cc1C(=O)Nc1ccc(F)cc1
6: COC(=O)C1(S(=O)(=O)C2(C(=O)OC)CCCC2)CCCC1
7: Cc1cc(S(=O)(=O)Nc2cccnc2)c(C)s1
8: COc1ccc(CCNC(=O)C2CC(c3ccccc3F)=NO2)cc1 (stereo not given)

Assay by compound | 1 | 2 | 3 | 4 | 5 | 6 | 7 | 8
MT1-MMP act inh | -8 | -5 | 1 | 2 | -1 | 4 | -2 | 3
PABP1 MLLE inh | 5 | -4 | 4 | 8 | 1 | 13 | -6 | -7
FAS TE block | 6 | 1 | -1 | 27 | -4 | -5 | -7 | -5
NRP1-CendR mod | 0 | 1 | -2 | 4 | 2 | -4 | 3 | -7
bovine MsrA act | 0 | -4 | -2 | 6 | -11 | -8 | -4 | -3
TbMetRS inhib | 0.5 | 0.3 | 0.0 | -0.6 | -0.9 | -0.7 | -0.6 | -0.3
SKN-1 block | 29 | -10 | 0 | 4 | -10 | -5 | -14 | 3
E coli Lon inh | -3 | -2 | 0 | -2 | -6 | 3 | -3 | 7
MsrA inhibitor | -0.4 | -0.8 | -0.2 | 0.0 | -0.3 | 0.3 | 0.3 | -0.3

9: COc1cc(OC)cc(C(=O)Nc2sc3c(c2C(N)=O)CCC3)c1
10: C=CCN(CC=C)C(=S)NC(=O)/C=C/c1ccccc1
11: Cc1ccc(C(=O)N/C(=C\c2cn(S(=O)(=O)N(C)C)c3ccccc23)C(=O)NCCCN2CCOCC2)cc1
12: O=C1CCC[C@@H]2Cc3nc4ccccc4cc3[C@@H]3CCN1[C@H]23
13: CCOC(=O)N1CCN(Cc2nc3c(c(=O)n(C)c(=O)n3C)n2CCC(C)C)CC1
14: COc1ccc(NCc2ccccc2[N+](=O)[O-])cc1OC
15: COc1ccc(/C=C/C(=O)O)cc1S(=O)(=O)N1CCc2ccccc2C1
16: O=S1(=O)N[C@H](Cc2ccccc2)COc2cc(N3CC[C@H](O)C3)ccc21

Assay by compound | 9 | 10 | 11 | 12 | 13 | 14 | 15 | 16
MT1-MMP act inh | -1 | -3 | -4 | 7 | 3 | 9 | 2 | 1
PABP1 MLLE inh | 10 | 7 | 10 | -4 | 16 | 7 | 15 | nt
FAS TE block | -1 | -6 | 47 | -16 | 7 | 0 | -4 | -6
NRP1-CendR mod | -8 | 8 | -4 | 2 | 0 | -2 | 13 | 18
bovine MsrA act | -1 | -3 | -11 | -1 | -4 | -4 | -2 | -4
TbMetRS inhib | -0.5 | -0.8 | -1.1 | 0.5 | -0.7 | -0.2 | 0.3 | -0.9
SKN-1 block | 15 | 9 | -10 | 19 | -7 | 3 | 4 | 7
E coli Lon inh | 2 | 4 | 1 | 3 | -8 | -3 | -5 | -1
MsrA inhibitor | 0.3 | 0.1 | 4.2 | -0.5 | -0.4 | 0.0 | 2.3 | 1.0

# Excerpt, nos. 5 to 16
5: Cc1oc(S(=O)(=O)N(C)C)cc1C(=O)Nc1ccc(F)cc1
6: COC(=O)C1(S(=O)(=O)C2(C(=O)OC)CCCC2)CCCC1
7: Cc1cc(S(=O)(=O)Nc2cccnc2)c(C)s1
8: COc1ccc(CCNC(=O)C2CC(c3ccccc3F)=NO2)cc1 (stereo not given)
9: COc1cc(OC)cc(C(=O)Nc2sc3c(c2C(N)=O)CCC3)c1
10: C=CCN(CC=C)C(=S)NC(=O)/C=C/c1ccccc1
11: Cc1ccc(C(=O)N/C(=C\c2cn(S(=O)(=O)N(C)C)c3ccccc23)C(=O)NCCCN2CCOCC2)cc1
12: O=C1CCC[C@@H]2Cc3nc4ccccc4cc3[C@@H]3CCN1[C@H]23
13: CCOC(=O)N1CCN(Cc2nc3c(c(=O)n(C)c(=O)n3C)n2CCC(C)C)CC1
14: COc1ccc(NCc2ccccc2[N+](=O)[O-])cc1OC

Assay by compound | 5 | 6 | 7 | 8 | 9 | 10 | 11 | 12 | 13 | 14
MT1-MMP act inh | -1 | 4 | -2 | 3 | -1 | -3 | -4 | 7 | 3 | 9
PABP1 MLLE inh | 1 | 13 | -6 | -7 | 10 | 7 | 10 | -4 | 16 | 7
FAS TE block | -4 | -5 | -7 | -5 | -1 | -6 | 47 | -16 | 7 | 0
NRP1-CendR mod | 2 | -4 | 3 | -7 | -8 | 8 | -4 | 2 | 0 | -2
bovine MsrA act | -11 | -8 | -4 | -3 | -1 | -3 | -11 | -1 | -4 | -4
TbMetRS inhib | -0.9 | -0.7 | -0.6 | -0.3 | -0.5 | -0.8 | -1.1 | 0.5 | -0.7 | -0.2
SKN-1 block | -10 | -5 | -14 | 3 | 15 | 9 | -10 | 19 | -7 | 3
E coli Lon inh | -6 | 3 | -3 | 7 | 2 | 4 | 1 | 3 | -8 | -3
MsrA inhibitor | -0.3 | 0.3 | 0.3 | -0.3 | 0.3 | 0.1 | 4.2 | -0.5 | -0.4 | 0.0

15: COc1ccc(/C=C/C(=O)O)cc1S(=O)(=O)N1CCc2ccccc2C1
16: O=S1(=O)N[C@H](Cc2ccccc2)COc2cc(N3CC[C@H](O)C3)ccc21

Assay by compound | 15 | 16
MT1-MMP act inh | 2 | 1
PABP1 MLLE inh | 15 | nt
FAS TE block | -4 | -6
NRP1-CendR mod | 13 | 18
bovine MsrA act | -2 | -4
TbMetRS inhib | 0.3 | -0.9
SKN-1 block | 4 | 7
E coli Lon inh | -5 | -1
MsrA inhibitor | 2.3 | 1.0

# Other entries.
17: CCN(CC)C(=O)CSc1nc2c(sc(=S)n2-c2ccc(C)cc2C)c(=O)[nH]1
18: O=C(CNC(=S)N(Cc1ccccc1)Cc1cccs1)NCc1ccc(F)cc1
19: CN(CCc1ccccn1)c1ccc([N+](=O)[O-])cn1
20: O=C(c1cn(Cc2ccccc2)nc1-c1cccnc1)N1CCN(Cc2c(F)cccc2Cl)CC1
21: CC1(C(=O)Nc2ccc3c(c2)OCCO3)CSCC(=O)N1Cc1ccco1 (stereo not given)
22: CC(=C/c1ccccc1)/C=N/Nc1nc(N2CCOCC2)nc(N2CCOCC2)n1
23: CCNC(=O)C1(C)CCN(Cc2noc(-c3c(C)noc3C)n2)C1 (stereo not given)
24: CCCCOC(=O)CCCc1ccc([N+](=O)[O-])cc1[N+](=O)[O-]
25: N#Cc1cc2c(nc1SCC(=O)Nc1sc3c(c1C#N)CCC3)CCC2
26: O=C(N/N=C/c1cn(CCOc2ccccc2)c2ccccc12)c1ccncc1

Assay by compound | 17 | 18 | 19 | 20 | 21 | 22 | 23 | 24 | 25 | 26
MT1-MMP act inh | 5 | -3 | -3 | -5 | 2 | 0 | 2 | -6 | -45 | 2
PABP1 MLLE inh | -11 | -129 | 2 | 15 | nt | 1 | 1 | -3 | -10 | -6
FAS TE block | -1 | 28 | 4 | 0 | nt | -3 | -9 | 33 | 6 | -7
NRP1-CendR mod | -8 | 3 | -7 | 3 | 4 | 16 | 8 | 0 | 5 | 8
bovine MsrA act | -6 | -7 | 1 | -4 | nt | -1 | -5 | -4 | -3 | 0
TbMetRS inhib | -1.1 | -1.4 | -0.9 | -0.1 | 0.1 | 0.3 | -0.4 | -0.5 | -0.6 | -0.3
SKN-1 block | 2 | -10 | 2 | 8 | 2 | 3 | -5 | -1 | 11 | 12
E coli Lon inh | -16 | 2 | -1 | -12 | nt | 5 | -2 | -8 | -32 | 12
MsrA inhibitor | 2.6 | 1.2 | -0.9 | -0.1 | 0.7 | 1.6 | -0.6 | 4.4 | 1.2 | 1.7
